# Assay outcomes from PubChem BioAssay.
# GalR3 antagonist = blocks the human galanin receptor 3; HEK293 GalR3-CNG cAMP membrane potential fluorescence; galR3 body fused to GalR1 C-terminus; inhibition, % at 3 µM; AID 651719; 360,000 tested, 0.44% active;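 active = inhibition above the screen-wide average plus 3 SD, cut at about 13% in these data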;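 also: forskolin and galanin both at EC90 stimulate the cells; cAMP rise reported by CNG channel membrane potential dye signal; 0% = forskolin plus galanin with DMSO and 100% = forskolin alone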
# Target sequence (O60755 1-299 limits assumed): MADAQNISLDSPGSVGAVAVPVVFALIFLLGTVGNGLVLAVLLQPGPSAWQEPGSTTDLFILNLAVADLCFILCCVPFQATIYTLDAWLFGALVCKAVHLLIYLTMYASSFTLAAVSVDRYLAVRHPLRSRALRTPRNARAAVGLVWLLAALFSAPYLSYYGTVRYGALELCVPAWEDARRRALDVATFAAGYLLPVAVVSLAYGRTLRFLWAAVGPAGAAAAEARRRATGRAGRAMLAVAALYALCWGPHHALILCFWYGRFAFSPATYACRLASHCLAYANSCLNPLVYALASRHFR
# Active calls of the source: *. The list is partial; the hit share may differ from the screen's.
GalR3 antagonist	mol
-7	O=C(Nc1cccc(OC(F)(F)F)c1)C1Cc2c(-c3ccccc3Oc3ccccc3)ccnc2O1 (stereo unspecified)
-5	C[C@@H]1CN([C@@H](C)CO)C(=O)CCCn2nncc2CO[C@H]1CN(C)C(=O)Nc1cccc2ccccc12
-7	COC(=O)[C@@H](N[C@H](/C=C/c1ccccc1)[C@@H](O)Cc1ccccc1)C(C)C
0	COC(=O)[C@@]12C[C@@H](CC(=O)N3CCN(C(=O)C4CC4)CC3)C(=O)N(Cc3ccccc3)C1=CCC(C)(C)C2
3	COCc1cc(=O)n2[nH]c(C)c(-c3ccc(Cl)cc3)c2n1
-7	O=C1NC[C@H](Cc2ccc(O)cc2)N(C[C@H]2CCCN2C[C@H](Cc2ccccc2)N2C[C@H](Cc3ccccc3)N(CCc3ccccc3)C(=O)C2=O)C1=O
-6	Cc1ccc(S(=O)(=O)N2C(c3cccc(Cl)c3)CC=C(C(=O)O)C2c2cccc(Cl)c2)cc1 (stereo unspecified)
-3	O=C(Cc1c[nH]c2ccccc12)Nc1ccc(Nc2cccnc2)c(-c2ccc(-c3ccccc3)cc2F)c1
-6	COc1ccccc1CN(C)C[C@@H]1OCc2cnnn2CCCC(=O)N([C@@H](C)CO)C[C@H]1C
-8	O=C(C(=O)N1CCN(S(=O)(=O)c2cccc3ccccc23)CC1)c1cccc(C(F)(F)F)c1
-6	COc1cccc(C(c2nnnn2C2CCCCC2)N2CCN(C/C=C/c3ccccc3)CC2)c1OC (stereo unspecified)
-1	Cc1cc(C)cc(-c2nnc(SCC(=O)NCC3CCCO3)o2)c1 (stereo unspecified)
-1	O=C(NCc1ccc(F)cc1)c1cc(C2CCCN(C(=O)c3ccccn3)C2)on1 (stereo unspecified)
-4	CCOC(=O)C1CCCN(C(=O)c2cccc(S(=O)(=O)NCc3ccccc3)c2)C1 (stereo unspecified)
-6	CCCCNS(=O)(=O)CCNCCc1ccccc1
0	CC(=O)Nc1cnc(-c2ccccc2O)cn1
-7	O=C(NCC1CC1)c1ccc2nc([C@@H]3O[C@H](CO)[C@H](O)[C@H](O)[C@H]3O)[nH]c2c1
-6	O=C(Cc1cccc(NC(=O)C2CCCN(C(=O)CCc3ccccc3)C2)c1)Nc1ccc(C(=O)N2CCCCC2)cc1 (stereo unspecified)
-5	CC(=O)N1CCN(Cc2cc(=O)oc3ccccc23)CC1
-8	CCOC(=O)C1CSCCS(=O)(=O)N1Cc1cccc(F)c1 (stereo unspecified)
-6	CC(=O)Nc1ccc2c(c1)-c1ccc(F)cc1C2
-1	CC[C@]12c3[nH]c4ccc(Cl)cc4c3CCN1C(=O)[C@@H](CC(=O)NCCc1ccccn1)C[C@@H]2C(=O)N1CCN(C(=O)C2CC2)CC1
-6	CCCC#C/C(CCC)=C1\c2ccccc2C(=O)N1c1ccccc1
-5	Cc1c(O)cnc2nn(-c3ccccc3)c(=N)n12
-4	O=C(COC(=O)/C=C/c1ccc([N+](=O)[O-])cc1)Nc1ccc2[nH]c(=O)[nH]c2c1
-5	CCCCNc1cccc2c1S(=O)(=O)N[C@H](CC(C)C)CO2
-4	COc1ccc(C(C)(NC(C)=O)c2nc(-c3ccc(S(C)(=O)=O)cc3)cs2)cc1 (stereo unspecified)
-8	COc1ccc(CN2C[C@@H](CO)O[C@@H](n3cnc4c(NCc5cc(OC)c(OC)c(OC)c5)ncnc43)C2)cc1
-5	CC1(C(=O)NCc2cccnc2)CCN1C(=O)Cc1cccs1 (stereo unspecified)
-7	COc1ccc(CN(C)C[C@@H]2OCCCC[C@H](C)Oc3ccc(NC(=O)Nc4ccc(F)cc4)cc3C(=O)N([C@H](C)CO)C[C@H]2C)cc1
-4	CNc1ccc(-c2cccc([N+](=O)[O-])c2)cn1
-5	COc1cccc(CNC(=O)[C@H]2CCCN2C(=O)[C@H]2CCCN2C(=O)c2ccc(F)cc2F)c1
1	O=S(=O)(NC1CC1)c1ccc(Br)cc1N1CCC[C@H]1CO
-4	COc1ccc(NC(=O)CN2c3cccc4cccc(c34)S2(=O)=O)cc1OC
-7	CC1(C(=O)NS(=O)(=O)c2cccc(F)c2)CCN1C(=O)Cc1ccc(Cl)cc1Cl (stereo unspecified)
-6	CC(=O)NC(C)(c1ccccc1)c1nc(-c2cccc(C#N)c2)cs1 (stereo unspecified)
-5	CN(c1ccc(Cl)cc1)c1cc2c(c3c1ccn3C)C1CCC2C1 (stereo unspecified)
1	CCc1ccccc1NC(=O)CN(C)C(=O)COC(=O)c1c(Cl)cccc1Cl
-1	O=S(c1ccccc1)C(c1ccccc1)c1ccccc1 (stereo unspecified)
-7	COc1ccc(C(=O)Nc2nc(C)cs2)cc1S(=O)(=O)N1CCOCC1
-2	O=C(CNc1ccccc1F)Nc1cccc(S(=O)(=O)N2CCCCC2)c1
-4	CCc1cccc(C)c1NC(=O)c1cc(-c2ccncc2)nc2ccccc12
-5	O=C(/C=C/[C@H]1O[C@@H](n2ccc(=O)[nH]c2=O)[C@H](O)[C@@H]1O)NCCN1CCOCC1
0	COc1ccccc1NS(=O)(=O)c1cccc(C(=O)N/N=C(\C)c2ccncc2)c1
0	Cc1csc(N=Nc2ccc(N(C)C)cc2)[n+]1[O-]
3	O=C(NCc1ccc(F)cc1F)[C@@H]1CCCN1C(=O)[C@@H]1CCCN1C(=O)c1cccc(Cl)c1
-8	O=C(NCc1cccnc1)c1cc(C2CCCCN2C(=O)c2ccc3ccccc3c2)on1 (stereo unspecified)
-8	O=C1Nc2ccccc2N=C(c2ccccc2)C1N(Cc1ccc(F)cc1)C(=O)c1cccnc1 (stereo unspecified)
2	COc1ccc(NC(=O)C2c3ccccc3OCC(=O)N2Cc2ccc3c(c2)OCO3)cc1 (stereo unspecified)
-1	COc1cc(C(=O)N2CCCCC2c2cc(C(=O)NC(C)C)no2)cc(OC)c1C (stereo unspecified)
-8	COC(=O)c1ccc2nc(-c3ccc(C#N)cc3)c(Cc3ccsc3)n2c1
-5	COc1cccc(C(=O)N[C@H](C(=O)N2CCC[C@H]2C(=O)NCCc2ccccc2Cl)C(C)C)c1
-8	O=C(O)CC(c1ccccc1)c1ccc2c(c1)OCO2 (stereo unspecified)
-7	CCCCNC(=O)C1(C)CCCCN1C(=O)c1ccc(C#N)cc1 (stereo unspecified)
-10	NC(CCc1ccccc1)c1csc(NC(=O)NCCc2ccccc2)n1 (stereo unspecified)
-2	O=C(C[C@@H]1C[C@@H]2c3cc(NS(=O)(=O)c4ccc(F)cc4)ccc3O[C@@H]2[C@H](CO)O1)NCc1ccc(Oc2ccccc2)cc1
-6	CCCS(=O)(=O)NC(=O)C1(C)CCN(C(=O)c2nc(C)oc2C)C1 (stereo unspecified)
-4	O=C(Nc1ccc(C(=O)N2CCCCC2)cc1)C1CC1
-6	CC1(C)CC(=O)C=C(c2ccccc2-c2ccc3c(c2)OCO3)C1=O
-6	Cc1[nH]nc2c1C(c1ccc3c(c1)OCO3)N(Cc1ccccc1)C2=O (stereo unspecified)

# Overlap with the part before: 3 entries, then new ones.
GalR3 antagonist	mol
-4	O=C(Nc1ccc(C(=O)N2CCCCC2)cc1)C1CC1
-6	CC1(C)CC(=O)C=C(c2ccccc2-c2ccc3c(c2)OCO3)C1=O
-6	Cc1[nH]nc2c1C(c1ccc3c(c1)OCO3)N(Cc1ccccc1)C2=O (stereo unspecified)
-5	CCC(=O)N1CCC1(C)C(=O)Nc1cccc2c1CCCC2 (stereo unspecified)
-5	O=C(Cc1cccc(NC(=O)C2CCN(C(=O)CCc3ccccc3)CC2)c1)Nc1cccc(C(=O)N2CCCCC2)c1
-2	O=[N+]([O-])c1ccccc1C=CC=NN=Cc1ccccc1O
-5	COc1cc(CC(=O)Nc2c(-c3ccccc3)[nH][nH]c2=O)cc(OC)c1
-4	COc1ccc([C@H]2CC(=O)C[C@@H](CCn3cc(C(C)C)nn3)O2)cc1
-1	COc1ccc(NC(=O)C(c2ccc(C#N)cc2)n2c(=O)c(-c3cc4ccccc4[nH]3)nc3ccccc32)cc1 (stereo unspecified)
-5	CN1CCN(C(=O)OCCOCCOC(=O)N2CCN(C)CC2)CC1
-8	O=C(Nc1ccccc1N1CCOCC1)[C@@H]1O[C@H](CO)[C@H](O)[C@H](O)[C@H]1O
-3	NC(=O)c1ncn([C@@H]2O[C@H](C(=O)N3CCCN(Cc4ccccc4F)CC3)[C@@H](O)[C@H]2O)n1
-4	OCCN1CCN(c2ncnc3c2ncn3[C@H]2CN(Cc3ccc(-c4ccccc4)cc3)C[C@@H](CO)O2)CC1
-4	O=C(CC[C@H]1O[C@@H](n2ccc(=O)[nH]c2=O)[C@H](O)[C@@H]1O)N[C@@H](Cc1ccccc1)C(=O)NCc1ccccc1
-4	CCc1nc2ccc(C(=O)NCCCN3CCCC3=O)cn2c1N(C)C(=O)c1cccc(OC)c1
-9	Cc1ccc(S(=O)(=O)N(C)C)cc1NC(=O)C(C)OC(=O)CC1CC2CCC1C2 (stereo unspecified)
-7	COc1ccc(NC(=O)CN2CCc3ccccc3C2)cc1
-6	Cn1c(=O)c2[nH]c(NN=Cc3ccc(F)cc3)nc2n(C)c1=O
-1	Cc1cc(N=O)no1
-2	CCCCOc1ccc(C(=O)NCC(=O)N2CC(C)OC(C)C2)cc1 (stereo unspecified)
-1	CCCCNC(=O)C1(C)CCCCN1Cc1ccc(-c2ccccc2)cc1 (stereo unspecified)
-5	COc1cccc(CN2CCC2(C)C(=O)Nc2ccc(C)cc2)c1F (stereo unspecified)
-2	O=C(CSc1nccn(-c2ccc(F)c(F)c2)c1=O)NC1CCCC1

# Pulled one by one from the list above (3):
GalR3 antagonist	mol
-9	Cc1ccc(S(=O)(=O)N(C)C)cc1NC(=O)C(C)OC(=O)CC1CC2CCC1C2 (stereo unspecified)
-4	COc1ccc([C@H]2CC(=O)C[C@@H](CCn3cc(C(C)C)nn3)O2)cc1
-5	O=C(Cc1cccc(NC(=O)C2CCN(C(=O)CCc3ccccc3)CC2)c1)Nc1cccc(C(=O)N2CCCCC2)c1

# Going on with the list.
GalR3 antagonist	mol
-2	Cc1c(C(=O)NC2CC(C)(C)NC(C)(C)C2)oc2c(Cl)cccc12
-3	COc1cc(OC)cc(-c2cc3nc4c(c(N5CCN(c6cnccn6)CC5)n3n2)CCCC4)c1
1	COCCNC(=S)N(C)[C@H]1C[C@H]2c3cc(Oc4ccccc4C)ccc3CCN2C(=O)[C@H]1[C@H](C)O
-7	CC(C)=CC(=O)N1CCC(Oc2cccc(C(=O)NCc3ccccn3)c2)CC1
-2	Nc1[nH]c(C(=O)c2ccccc2)c(-c2ccc(F)cc2)c1C(=O)c1c[nH]c2ccccc12
-3	CCc1c(-c2ccccc2)ncn1CCc1ccccc1OC
-5	CC(=O)NC(c1cccc(F)c1)c1nc(-c2ccc(C)c(C)c2)cs1 (stereo unspecified)
64*	CCCCC[C@H](O)/C=C/C1C(=O)C=C[C@H]1C/C=C\CCCC(=O)OC (stereo partly specified)
-4	CC(NC(=O)COC(=O)c1ccc(Br)o1)c1ccccc1 (stereo unspecified)
-7	COc1ccc(-c2coc3c(C(=O)Nc4cccnc4)cccc23)c(C)c1
-2	O=C(Cc1n[nH]c(=O)c2ccccc12)Nc1cc(C(F)(F)F)ccc1-n1cncn1
3	COc1cc2c(c(OC)c1OC)-c1ccc(SC)c(=O)cc1C(NC(=O)C(F)(F)F)CC2 (stereo unspecified)
-5	CC(=O)SC1CC(=O)C=C2CCC3C4CCC(=O)OC4(C)CCC3C21C (stereo unspecified)
-4	C[C@H](CO)N1C[C@H](C)[C@@H](CN(C)C(=O)c2ccc(N3CCN(C)CC3)cc2)OCc2cn(nn2)CCCC1=O
4	CC1(C(=O)NCc2ccccc2)Cc2c(-c3cccc(C(N)=O)c3)ccnc2O1 (stereo unspecified)
1	C[C@@H]1CN([C@@H](C)CO)C(=O)CCCn2nncc2CO[C@@H]1CN(C)S(=O)(=O)c1cccc(C#N)c1
6	COC(=O)c1ccc2c(c1)c(C#Cc1ccccc1)c(-c1ccccc1)n2C
-5	O=C(C[C@H]1C[C@H](C(=O)N2CCCCC2)[C@@]2(CCc3ccccc3)c3[nH]c4ccc(Cl)cc4c3CCN2C1=O)NCc1cccc(C(F)(F)F)c1
-6	COc1ccccc1-c1cccc2[nH]c3c(c12)CCN1C(=O)[C@H]2[C@H](C)ON(C)[C@H]2C[C@@H]31
0	C[C@@H]1CN([C@H](C)CO)C(=O)CCCn2cc(nn2)CO[C@H]1CN(C)S(C)(=O)=O

# Laid out differently: two of the compounds above.
> COC(=O)c1ccc2c(c1)c(C#Cc1ccccc1)c(-c1ccccc1)n2C
- GalR3 antagonist: 6
> O=C(C[C@H]1C[C@H](C(=O)N2CCCCC2)[C@@]2(CCc3ccccc3)c3[nH]c4ccc(Cl)cc4c3CCN2C1=O)NCc1cccc(C(F)(F)F)c1
- GalR3 antagonist: -5

# (next part)
GalR3 antagonist	mol
-6	CCC(c1nnnn1-c1c(C)cccc1C)N1CCN(c2ccccn2)CC1 (stereo unspecified)
-5	COC(=O)c1cc2c(c3c4cc(F)ccc4n(S(=O)(=O)c4ccccc4)c13)C(=O)N(Cc1ccc(N(C)C)cc1)C2
-3	O=C(O)c1ccc(OS(=O)(=O)c2ccc(Cl)s2)cc1
-7	CC1C(=O)N(Cc2cn(CC3CCCCC3)nn2)CCS(=O)(=O)N1Cc1ccc(-c2ccncc2)cc1 (stereo unspecified)
-3	CN1C(=O)N(CC(=O)Nc2cccc(S(=O)(=O)N(C)c3ccccc3)c2)C(=O)C12CCCCC2
-6	CCOC(=O)C1(C)CCCN1C(=O)c1csnn1 (stereo unspecified)
-5	CCN(CC)S(=O)(=O)c1ccc(SCC(=O)c2c(N)n(C3CC3)c(=O)[nH]c2=O)nc1
-8	CN(Cc1ccccc1)C(=O)c1[nH]cnc1C(=O)Nc1ccc(Br)cc1F
-6	COc1cccc(CNC(=O)[C@H]2CCCN2C(=O)[C@H]2CCCN2C(=O)c2ccccc2)c1

# GalR3 antagonist, hit marks shown above
GalR3 antagonist	mol
64*	CCCCC[C@H](O)/C=C/C1C(=O)C=C[C@H]1C/C=C\CCCC(=O)OC (stereo partly specified)
